MITF TRPM1 inh – inhibitors of MITF-dependent TRPM1 promoter reporter, primary screen, cell-based, SK-MEL-5, single point, luciferase | 0.83% of 330,000 active | inhibition, % at 12.5 µM | SK-MEL-5 TRPM1 promoter luciferase, 24 h | AID 488899, 2010;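 active means mean inhibition across replicates of 60% or more, whatever share of single replicates reaches that level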; further: values of inactives mirror those of a sister screen read the other way
NR2E3 ag-1 – inhibitors of NR2E3-RetCOR corepressor binding, primary screen, NR2E3 agonist project, biochemical, TR-FRET, GST-NR2E3, biotin-RetCOR; inhibition of corepressor binding, % at 4.78 µM; 0.12% of 320,000 active; AID 2300, 2010; 1536-well; Photoreceptor-specific nuclear receptor (Homo sapiens), Q9Y5X4;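 active means percent inhibition above the cutoff of mean plus 3 SD of all tested compounds, set per screening campaign, cut at about 20% in these data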;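 further: 0% = DMSO wells and 100% = biotin wells as full block of FRET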
Target sequence (Q9Y5X4 whole entry, looked up): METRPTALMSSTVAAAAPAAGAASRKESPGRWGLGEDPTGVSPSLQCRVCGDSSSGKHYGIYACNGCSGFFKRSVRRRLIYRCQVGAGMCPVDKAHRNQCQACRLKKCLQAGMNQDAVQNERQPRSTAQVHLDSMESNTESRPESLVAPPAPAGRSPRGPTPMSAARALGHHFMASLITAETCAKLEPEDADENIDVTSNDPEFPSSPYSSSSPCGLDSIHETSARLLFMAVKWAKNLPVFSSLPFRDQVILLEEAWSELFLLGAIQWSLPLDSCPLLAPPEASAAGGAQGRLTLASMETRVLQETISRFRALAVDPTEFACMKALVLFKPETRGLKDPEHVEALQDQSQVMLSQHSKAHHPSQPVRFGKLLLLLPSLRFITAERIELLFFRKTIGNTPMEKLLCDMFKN
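Test system: GST-NR2E3 and biotin-RetCOR proteins | Quantity: 1.35 nM GST-tagged NR2E3 final | Medium: Tris pH 7.5 | Also added: 7 nM biotin-RetCOR | Dosing: Compound at 4.8 µM, single dose | Timing: 5 h at 4 °C | Detection: Time-resolved FRET | Read-out basis: Percent inhibition | Benchmarks: Biotin wells as high control, 0.6% DMSO wells as low control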
CaV13 FRET inh – Primary screen for inhibitors of IQ motif and Ca2+-dependent inactivation inhibitor domain binding in CACNA1D, Förster resonance energy transfer in living cells, … | HEK cells, CFP/YFP FRET ICDI-IQ, plate reader, 10 min; percent FRET-ratio fall versus neutral wells | inhibition, % at 12.3 µM | 0.098% of 340,000 active | AID 743397;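 active means mean replicate inhibition of at least 30% and at least 1% of replicates passing that level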;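 further: 0% = median of the neutral control wells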
HIF-2a block – HIF-2a reporter inhibitors, primary screen, luminescence, 786-0 RCC cells; 786-0 RCC cells HIF-2a reporter, luciferase luminescence, overnight; inhibition, % at 18.8 µM; 0.72% of 360,000 active; AID 624352, 2012;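 active means inhibition of the luminescence signal of 40% or more relative to plate controls, in a single-dose primary screen at 18.75 µM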
NR2E3 ag-2 – NR2E3 agonists in two-hybrid cells, primary screen, cell-based, luminescence, CHO-S, Gal4-NCOR/VP16-NR2E3. Photoreceptor-specific nuclear receptor (Homo sapiens), Q9Y5X4. luciferase. inhibition of corepressor binding, % at 3.98 µM. 0.35% of 360,000 active. AID 602229, 2012;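 active means inhibition above the mean of all tested compounds plus 3 SD, cut at about 70% in these data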;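 further: 0% = DMSO with NR2E3 transfected cells and 100% = cells lacking NR2E3 construct; higher means lower luciferase signal from less NR2E3 corepressor binding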
KKLEB cytotox – cytotoxicity in KKLEB CF airway cells, primary screen, cytotoxicity control for CF NF-kB inhibitor project, cell-based, uHTS, fluorescence assay plates | activity change (cytotoxicity), % at 5 µM | KKLEB CF airway cells viability, ATPlite luminescence, overnight; active compounds read low; cells stimulated with P. aeruginosa culture filtrate | 0.36% of 360,000 active | AID 602141, 2011;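 active means corrected activity change at or below -50% at 5 µM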
CF NFkB inh – inhibitors of PAF-induced NF-kB signaling, primary screen, cell-based, GFP fluorescence, uHTS. KKLEB NF-kB-GFP reporter, GFP fluorescence overnight. inhibition, % at 5 µM. 0.86% of 360,000 active. AID 588850, 2011;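 active means at least 50% inhibition at 5 µM, scaled per plate between neutral and stimulator controls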;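 further: PAF is a Pseudomonas aeruginosa culture filtrate used as stimulus; plate controls were PAF-stimulated DMSO wells for no effect and unstimulated DMSO wells for full effect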
PDI inh – inhibitors of human PDI, primary screen, biochemical, turbidity, single point, plate reader. Protein disulfide-isomerase (Homo sapiens), P07237. PDI insulin aggregation turbidity, A650, 90 min. inhibition, % at 10 µM. 0.052% of 350,000 active. AID 588391, 2011;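 active means mean inhibition across replicates of 30% or more, whatever share of single replicates reach that level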;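 further: absorbance from insulin aggregation driven by PDI reduction with DTT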
Target sequence (P07237 whole entry, looked up): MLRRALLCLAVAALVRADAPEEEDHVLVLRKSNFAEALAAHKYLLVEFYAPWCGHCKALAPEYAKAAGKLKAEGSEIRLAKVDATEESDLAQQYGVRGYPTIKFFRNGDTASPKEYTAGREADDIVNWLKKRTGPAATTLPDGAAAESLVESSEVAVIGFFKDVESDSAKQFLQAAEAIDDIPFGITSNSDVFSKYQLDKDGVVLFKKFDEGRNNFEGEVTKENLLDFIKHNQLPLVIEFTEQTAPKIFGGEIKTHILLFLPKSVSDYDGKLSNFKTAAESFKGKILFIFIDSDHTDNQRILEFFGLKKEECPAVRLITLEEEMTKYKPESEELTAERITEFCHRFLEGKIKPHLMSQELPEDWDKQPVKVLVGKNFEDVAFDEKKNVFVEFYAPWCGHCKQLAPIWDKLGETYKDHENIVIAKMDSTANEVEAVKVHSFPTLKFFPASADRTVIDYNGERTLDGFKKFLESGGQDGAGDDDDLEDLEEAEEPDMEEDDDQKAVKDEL
Vif imaging – HIV Vif self-association inhibitors, primary screen, imaging, HEK293T, single point. inhibition, % at 7.49 µM. 0.35% of 340,000 active. HEK293T cells, Vif self-association by quenched fluorescence, 24 h. AID 602346, 2012; in the data active means inhibition above about 50%, passing the limit was not always enough; further: some results filed as inactive read as strong as hits
Shn3 3UTR inh – reduction of Shn3 3'UTR firefly luciferase signal, primary screen, Schnurri-3 inhibitor project, cell-based, Clone20 osteoblasts, set 2 | Clone20 osteoblast Shn3 3'UTR firefly luciferase, 24 h | inhibition, % at 12.5 µM | 0.52% of 360,000 active | AID 588674, 2011;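 active means mean inhibition of at least 75% with every replicate also reaching 75%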;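 further: 0% = median of neutral control wells and 100% = pilot-screen positive control compound; some compounds past the cut are filed as inactive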
Peg3 prom inh – Peg3 promoter-driven luciferase inhibitors, primary screen, cell-based, HeLa, luciferase luminescence; HeLa PEG-Prom luciferase reporter, overnight; inhibition, % at 20 µM; 1.7% of 360,000 active;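 active means inhibition of at least 50% at 20 µM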
Active calls of the source: *; nt = no result given. This is a random part of the collection, and some 3.3% of all compounds hit somewhere here.

Under each structure: MITF TRPM1 inh	NR2E3 ag-1	CaV13 FRET inh	HIF-2a block	NR2E3 ag-2	KKLEB cytotox	CF NFkB inh	PDI inh	Vif imaging	Shn3 3UTR inh	Peg3 prom inh
- Cn1c(CNC(=O)CNC(=O)Cc2ccc(Cl)cc2)cc(=O)n(C)c1=O
  -2	-2	-6	6	-7	3	11	-8	-2	-19	12
- O=C(Nc1ccccc1)Nc1ccccc1C(=O)NCc1ccccc1
  -20	-4	-5	-66	-21	-6	3	-4	-21	-19	-61
- CCOC(=O)C1CCN(C(=O)c2ccc(Cl)c(NC3=NC4CS(=O)(=O)CC4S3)c2)CC1 (configuration not stated)
  -6	1	7	3	-15	10	-15	nt	-6	18	-3
- Cn1c(SCC(=O)NCc2cccs2)nnc1-c1cccs1
  -2	0	-5	13	-13	1	-14	-6	nt	-5	5
- N/C(=N\OC(=O)c1ccc(=O)n(Cc2ccccc2)c1)c1ccccn1
  -8	-5	-2	-12	-9	5	-10	-6	-3	-23	-31
- O=C(CSc1ncnc2nc[nH]c12)NCCc1ccccc1
  2	2	nt	18	3	1	-5	2	2	-1	1
- Cc1ccc(CNC(=O)CCNS(=O)(=O)c2ccc3c(c2)c(=O)n(C)c(=O)n3C)cc1
  11	-1	-7	9	-17	1	2	-1	5	10	12
- O=C(CCN1C(=O)S/C(=C\c2ccc(Cl)cc2)C1=O)Nc1ccc(C(=O)O)cc1
  -11	2	-7	-34	-20	-4	5	-1	-8	-21	-46
- O=C(CSc1n[nH]c(-c2ccccc2O)n1)NC1CCCCC1
  10	0	-2	-6	14	1	-11	4	6	18	2
- COc1ccc(C2c3ccc4ccccc4c3Oc3ncn(Cc4ccco4)c(=N)c32)cc1OC (configuration not stated)
  27	-4	-5	-9	-20	-10	37	-13	-4	39	42
- Cc1cc(C(=O)NC(C)c2ccncc2)no1 (configuration not stated)
  -9	0	-4	-18	6	-9	2	12	-6	1	8
- COc1ccccc1C(=O)NC(=O)Cn1nc(C)c([N+](=O)[O-])c1C
  2	-1	-6	-1	-8	24	-12	-5	8	-5	11
- CCOc1cc(/C=N/NC(=O)C(=O)NC)cc(Br)c1O
  -3	-4	-3	12	-9	6	1	0	-7	14	-6
- Cc1nn(-c2ccccc2)c(C)c1NC(=O)COC(=O)[C@@H](NC(=O)c1ccccc1)C(C)C
  5	1	-14	4	22	8	15	-2	5	-4	2
- N#CCCn1cc(/C=C2\NC(=S)N(c3ccccc3)C2=O)c(-c2ccc(F)cc2)n1
  0	5	-5	24	44	14	-23	-6	-1	-11	12
- O=C(COc1ccccc1[N+](=O)[O-])NCCCN1CCCC1=O
  4	5	-5	15	6	-11	3	-3	-3	-18	8
- Cc1ccsc1/C=N/N1CCN(c2ccccc2)CC1
  -57	2	-8	-276	-58	23	-24	-1	nt	-12	-123
- O=S(=O)(Nc1nccs1)c1ccc(NCc2cc(Br)cc(Br)c2O)cc1
  0	-1	-5	18	4	-2	34	-4	-12	-6	8
- CC(C)N(C(=O)COC(=O)c1ccc(Cl)nc1)C(C)C
  -18	-3	2	-5	-7	2	19	-2	4	15	-3
- COc1ccc(N(CC(=O)NC2CCCC2)C(=O)CCC(=O)Nc2cc(C)on2)c(OC)c1
  6	0	nt	6	-16	16	-11	3	30	8	-5

Pulled by structure from the entries so far:
Under each structure: MITF TRPM1 inh	NR2E3 ag-1	CaV13 FRET inh	HIF-2a block	NR2E3 ag-2	KKLEB cytotox	CF NFkB inh	PDI inh	Vif imaging	Shn3 3UTR inh	Peg3 prom inh
- Cc1nn(-c2ccccc2)c(C)c1NC(=O)COC(=O)[C@@H](NC(=O)c1ccccc1)C(C)C
  5	1	-14	4	22	8	15	-2	5	-4	2
- O=S(=O)(Nc1nccs1)c1ccc(NCc2cc(Br)cc(Br)c2O)cc1
  0	-1	-5	18	4	-2	34	-4	-12	-6	8
- O=C(COc1ccccc1[N+](=O)[O-])NCCCN1CCCC1=O
  4	5	-5	15	6	-11	3	-3	-3	-18	8
- COc1ccccc1C(=O)NC(=O)Cn1nc(C)c([N+](=O)[O-])c1C
  2	-1	-6	-1	-8	24	-12	-5	8	-5	11

Profiles as entered above. Screens in order: MITF TRPM1 inh | NR2E3 ag-1 | CaV13 FRET inh | HIF-2a block | NR2E3 ag-2 | KKLEB cytotox | CF NFkB inh | PDI inh | Vif imaging | Shn3 3UTR inh | Peg3 prom inh
CC(C)N(C(=O)COC(=O)c1ccc(Cl)nc1)C(C)C is listed with -18 | -3 | 2 | -5 | -7 | 2 | 19 | -2 | 4 | 15 | -3
Cc1ccsc1/C=N/N1CCN(c2ccccc2)CC1 is listed with -57 | 2 | -8 | -276 | -58 | 23 | -24 | -1 | nt | -12 | -123
O=C(COc1ccccc1[N+](=O)[O-])NCCCN1CCCC1=O is listed with 4 | 5 | -5 | 15 | 6 | -11 | 3 | -3 | -3 | -18 | 8
COc1ccc(N(CC(=O)NC2CCCC2)C(=O)CCC(=O)Nc2cc(C)on2)c(OC)c1 is listed with 6 | 0 | nt | 6 | -16 | 16 | -11 | 3 | 30 | 8 | -5
N#CCCn1cc(/C=C2\NC(=S)N(c3ccccc3)C2=O)c(-c2ccc(F)cc2)n1 is listed with 0 | 5 | -5 | 24 | 44 | 14 | -23 | -6 | -1 | -11 | 12

The results go on:
Under each structure: MITF TRPM1 inh	NR2E3 ag-1	CaV13 FRET inh	HIF-2a block	NR2E3 ag-2	KKLEB cytotox	CF NFkB inh	PDI inh	Vif imaging	Shn3 3UTR inh	Peg3 prom inh
- Cc1ccn2c(=O)c(C(=O)NCCCN3CCCC3=O)c(O)nc2c1
  -12	1	-2	19	-5	-2	0	3	-9	23	6
- COC(=O)c1cc(OC)c(OC)cc1NC(=O)CCC1CCCC1
  0	3	nt	23	-40	-3	3	-9	nt	nt	7
- CCn1c(=O)[nH]c2ccccc2c1=O
  3	3	-5	26	-10	-2	12	-3	0	15	15
- COc1cccc(CCc2nnc(CCC(=O)N3CCCC3c3nccs3)o2)c1 (configuration not stated)
  nt	-7	0	11	-7	-12	17	-1	9	0	-3
- CCOC(=O)c1[nH]c2ccccc2c1N=C(C)N(CC)CC
  3	-2	-5	7	-24	6	-15	14	-1	2	12
- Cc1cccc2c1N(CCOc1ccccc1)C(=O)C2=O
  8	-2	-2	15	-28	6	8	2	0	-10	10
- Cc1cc(C)c(NC(=O)c2ccc3c(c2)NC(=O)C(C)S3)c(C)c1 (configuration not stated)
  -3	5	-3	2	10	-14	4	-3	20	-5	11
- O=C(CCc1nc2ccccc2[nH]1)N1CCN(C(=O)c2ccco2)CC1
  -5	2	-5	1	-11	-2	-17	nt	-11	7	3
- COc1ccc(/C=N/Nc2ccc(C(=O)O)cc2)c(OC)c1OC
  -108	-5	-2	-159	-48	-4	0	-5	-3	-37	-158
- O=c1[nH]c(=O)n(Cc2ccco2)c2c1C(C(F)(F)F)(C(F)(F)F)N=C(c1ccc(F)cc1)N2
  -1	1	-4	8	18	-12	21	-19	-7	13	25
- O=C(NCc1ccccc1Cl)c1ccc2c(c1)SC1=NS(=O)(=O)CCN12
  4	-2	-2	-17	25	2	0	3	5	20	-2
- O=C(NCCCN1CCOCC1)c1ccc(Sc2ccc(Br)cc2)c([N+](=O)[O-])c1
  10	-1	-3	10	-12	-11	12	0	-15	-15	34
- Cc1c(C(C)NC(=O)c2cc(COc3cccc4cnccc34)on2)cnn1C (configuration not stated)
  10	3	-7	14	72*	-3	33	-3	-20	70	-3
- Cc1onc(-c2ccccc2Cl)c1-c1nc(-c2ccncc2)no1
  5	4	nt	8	0	-9	-4	-4	1	14	14
- O=C(NCc1cccnc1)c1ccc(Cn2c(=S)[nH]c3ccc(Br)cc3c2=O)cc1
  1	3	-5	11	4	-42	52*	2	-1	1	-6
- CNc1ccccc1C(C)(C)c1cc(C)[nH]n1
  -5	3	-6	13	-20	3	18	14	0	8	6
- Cc1nc2ccccn2c1C(=O)NNC(=O)Nc1ccccc1
  -18	1	-11	12	26	9	-4	12	-11	-27	-4
- Cc1ccc(C)c(NC(=O)CN(C)C(=O)C2CCN(S(=O)(=O)c3ccc4c(c3)OCCO4)CC2)c1
  15	-1	-15	19	-17	-10	11	2	-16	2	-1
- CC(C)CCNC(=O)C(c1ccc(O)cc1)N(Cc1cccs1)C(=O)C1COc2ccccc2O1 (configuration not stated)
  -5	0	-3	-8	-12	-3	5	0	4	-1	51*
- COc1ccc(N2CCN(C(=O)CSc3nnc(Cn4nnc5ccccc54)n3C)CC2)cc1
  -2	1	-5	14	5	6	-1	-10	0	-2	3
- Cc1ccc2nc(N)nnc2c1
  nt	nt	-7	-9	-26	-7	-9	-5	5	-8	-23
- Cn1nnnc1SCc1cccc(CSc2nnnn2C)n1
  -5	1	-7	16	15	-4	-1	-5	10	0	13
- Cc1ccc(NC(=O)C2CCN(c3ncnc4c3nc3n4CCCCC3)CC2)cc1Cl
  20	2	-6	18	-7	2	28	-4	-2	54	23
- O=C(Nc1ccc(F)cc1)NC1CCN(Cc2ccccc2)CC1
  -5	-1	-4	9	13	-1	6	9	nt	16	10
- O=C(Nc1ccc(Cc2ccncc2)cc1)c1ccc(S(=O)(=O)N2CCOCC2)cc1
  23	-1	nt	12	53	0	-4	-7	-16	74	15
- CC(=O)Nc1c(Cl)c(Cl)c2c(c1Cl)C(=O)c1cc(Cl)ccc1-2
  28	nt	-6	0	12	5	-147	0	12	-6	-6
- CC(C)COc1ccc(C(=O)N/C(=C\c2cccc([N+](=O)[O-])c2)C(=O)O)cc1
  10	2	-5	9	-1	-3	7	-10	-2	-23	24
- COC(c1ccc(Cl)cc1)(c1ccc(Cl)cc1)C(Oc1nc(C)cc(C)n1)C(=O)O (configuration not stated)
  11	3	-20	23	-14	-6	12	4	-2	7	8
- O=C(N/N=C/c1c(Cl)cccc1Cl)C(=O)NC1CC1
  -2	4	-2	8	-4	2	6	-2	6	13	9
- C=CCCN(Cc1ccccc1)S(=O)(=O)c1ccccc1Br
  -5	-2	-6	8	-18	-11	14	0	nt	6	12
- Nc1ccc(Cl)cc1/C(=N/O)c1ccccc1
  -6	1	-5	-48	-10	-21	10	-4	3	-3	-2
- O=C(Nc1cccc(Cl)c1)N1CCSc2cc(Cl)ccc21
  7	-4	-5	-23	-5	18	-1	-2	-9	-6	6
